Screens deposited in PubChem by National Center for Advancing Translational Sciences (NCATS).
HT1080NT lethal: kills 2HG-producing HT-1080-NT fibrosarcoma cells. HT-1080-NT fibrosarcoma viability, CellTiter-Glo ATP luminescence, 48 h. Potency, µM (highest dose often 46.1 µM), for inactives: at the top dose activity, negative = less viability, usual class: cytotoxic. actives 1.6% (n = 360,000). AID 686970;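 note: NT is the 2HG producing partner of a matched IDH1 knockdown line; 0% = DMSO-treated cells and -100% = media-only wells without cells; nearly all actives have a fitted effect of over 55% in size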
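HT-1080-NT; 750 cells/well; 5% FBS RPMI; 48 h compound, 37 degrees C; CellTiter-Glo luminescence; curve fitting and curve-class assignment.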
GLP-1R agonist: activates the human GLP-1 receptor. P43220. AID 624172. Potency, µM (titrated, usually from 45.6 µM), for the others: top-dose activation, hits mostly activators. actives 0.007% (n = 380,000). HEK293 GLP-1R CRE-luciferase, luminescence, 4-6 h; cells express a hypersensitive GLP-1R form; note: % of control where 0% means no effect
Target sequence (P43220 whole entry, looked up): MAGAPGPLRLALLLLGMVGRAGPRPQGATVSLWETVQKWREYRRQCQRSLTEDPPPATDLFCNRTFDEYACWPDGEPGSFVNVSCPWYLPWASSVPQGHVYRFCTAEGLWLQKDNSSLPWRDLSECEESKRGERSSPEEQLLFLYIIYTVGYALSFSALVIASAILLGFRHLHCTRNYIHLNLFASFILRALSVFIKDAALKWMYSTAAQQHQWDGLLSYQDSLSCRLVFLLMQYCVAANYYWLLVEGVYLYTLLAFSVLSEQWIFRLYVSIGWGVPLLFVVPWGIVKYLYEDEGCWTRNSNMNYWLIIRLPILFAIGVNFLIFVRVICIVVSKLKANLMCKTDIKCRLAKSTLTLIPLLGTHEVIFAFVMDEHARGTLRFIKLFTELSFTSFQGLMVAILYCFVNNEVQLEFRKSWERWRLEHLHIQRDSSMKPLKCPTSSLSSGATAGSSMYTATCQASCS
TDP43 rescue: inhibitors of TDP-43 toxicity in yeast | TDP-43 expressing yeast growth rescue, BacTiter-Glo, 24 h | Potency, µM (highest dose often 46.1 µM), for the others: top-dose growth rescue (activation), usual class: activators | actives 1.8% (n = 410,000); note: % of control where 0% means no effect; nearly all actives have a fitted effect of over 50% in size
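Galactose-induced TDP-43 yeast, OD600=0.02, compound pinned; 24 hr, 30 deg C; BacTiter-Glo luminescence for growth. Inhibitors of TDP-43 toxicity read as activators.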
KB-3-1 cytotox: KB-3-1 parental cell cytotoxicity. Potency, µM (series often up to 46.1 µM), for inactives: top-dose activity change, negative = cytotoxic, most hits filed as cytotoxic. KB-3-1 viability, CellTiter-Glo ATP luminescence, 72 h. actives 1.4% (n = 400,000); note: % is set by controls: 0 for no effect and ±100 for the full control effect; nearly all actives have a fitted effect of over 60% in size
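Luminescent ATP read-out (CellTiter-Glo) measures survival of drug-naive KB-3-1 cells after 72 h compound exposure at 37 °C. Titration series was screened from lowest to highest concentration, with DMSO vehicle plates as background controls.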
HEK293 tox: cytotoxicity counter-screen for GLP-1 receptor inverse agonists; AID 624418; Potency, µM (top dose mostly 38.3 µM), without a hit: top-dose activity change, negative = inhibition, hits mostly inhibitors; actives 0.13% (n = 410,000); HEK293 cAMP-luciferase reporter cells, luminescence, 24 h;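 note: loss of luciferase light is scored as toxicity; % is set by controls: 0 for no effect and ±100 for the full control effect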
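Seeding density was 200 cells/uL; after overnight-length (12 h) culture, 23 nL compounds went on for 24 h at 37 °C. Readout used a luciferase detection reagent, luminescence taken after 12 min at room temperature.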
SW480 rereplic: induces DNA re-replication in SW480 colon adenocarcinoma cells; SW480 DNA re-replication, Hoechst DNA content imaging, 48 h; Potency, µM (titrated, usually from 46.1 µM), for inactives: top-dose re-replication activation, most hits filed as activators; actives 1.8% (n = 340,000); note: % of control where 0% means no effect; nearly all actives have a fitted effect of over 55% in size
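Compounds, transferred as 23 nL by pin tool, were incubated with cells for 48 hr; DNA content per nucleus was then quantified by Hoechst staining and fluorescence plate imaging.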
GLP1R inv ag: inverse agonists of human GLP-1 receptor. P43220. HEK293 GLP-1R CRE-luciferase, luminescence, 24 h; GLP-1R form is constitutively active. Potency, µM (top dose mostly 38.3 µM), without a hit: at the highest dose activity change, negative = inhibition, most hits filed as inhibitors. actives 1.6% (n = 410,000). AID 624417; note: % is set by controls: 0 for no effect and ±100 for the full control effect; nearly all actives have a fitted effect of over 55% in size
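GLP-1R inverse agonism mode: basal reporter luminescence in engineered HEK293 cells measured after one day of compound exposure at 37 deg C, with a 12 min room-temperature detection step.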
HT1080 IDH1KD tx: HT-1080 IDH1 knockdown cell toxicity (counter line) | HT-1080 IDH1 knockdown viability, ATP luminescence, 48 h | Potency, µM (doses to about 46.1 µM), without a hit: top-dose activity, negative = toxicity, most hits filed as cytotoxic | actives 2% (n = 360,000) | AID 686971;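 note: 0% = DMSO wells and -100% = cell-free medium wells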
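Knockdown cells (IDH1KD HT-1080) received compounds 2 h after plating at 750 cells/well and were kept 48 h at 37 °C in 5% FBS RPMI. A CellTiter-Glo luminescence read gave % activity for curve fitting.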
KB-V1 cytotox: kills drug-selected multidrug resistant KB-V1 cells | KB-V1 MDR cells viability, CellTiter-Glo, 72 h | Potency, µM (highest dose often 46.1 µM), without a hit: top-dose activity change, negative = cytotoxicity, usual class: cytotoxic | actives 3.4% (n = 400,000); note: % is set by controls: 0 for no effect and ±100 for the full control effect; nearly all actives have a fitted effect of over 60% in size
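KB-V1, DMEM (no phenol red) + 10% FBS; cpd pin-transferred, titration series; 72 h, 37 degrees C; CellTiter-Glo, luminescence. Data normalized, curve-fit.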
An asterisk follows results filed as active; ? = inconclusive; · = not tested or not shown; & = joins results of further samples; [ ] = remark or other dose. Calls come from the whole dose curve; as a rule, active = well fitted curve in the direction sought with a large enough effect; inconclusive = small, poorly fitted or top-dose-only effect, or another doubt; inactive = no such curve, though single readings can be large; an effect the other way counts as inactive or inconclusive. Potency is the fitted concentration of half-maximal effect.

SMILES	HT1080NT lethal	GLP-1R agonist	TDP43 rescue	KB-3-1 cytotox	HEK293 tox	SW480 rereplic	GLP1R inv ag	HT1080 IDH1KD tx	KB-V1 cytotox
CC(C)CCN=Cc1c(O)n(-c2ccccc2)c(=O)c2ccccc12	-5%	7%	-9%	5%	0%	-4%	0%	-15%	-19%
CC1CCN(C(=S)c2ccc(-c3ccc(Cl)cc3Cl)o2)CC1	-11%	1%	14%	-9%	?	11%	?	-9%	-29%
Cc1noc(C)c1C(=O)N1CCC(Cc2ccccc2)CC1	1%	-5%	-5%	2%	5%	-2%	6%	-1%	15µM*
CC(=O)Nc1ccc(S(=O)(=O)Nc2nc3ccccc3nc2N2CCCC2)cc1	-10%	13%	-14%	2%	-1%	1%	68%[activator]	-9%	-20%
CCCCC(CC)COC(=O)c1ccc(N(C)C)cc1 (stereo not given)	?	-5%&17%	0%	0%	4%	-5%&3%	2%	2%	9%
CCOc1ccc(C(C(=O)NC2CCCCC2)N(C(=O)c2ccco2)c2ccc(-n3cnnn3)c(C)c2)cc1 (stereo not given)	-2%	2%	4%	-4%	-4%	-1%	-22%	-7%	1%
O=C(COC(=O)CCc1nc2ccccc2s1)Nc1ccc(S(=O)(=O)N2CCOCC2)cc1	0%	-2%	4%	-3%	-3%	-2%	8%	0%	2%
CCOC(=O)[C@]12CCCC=C1N(Cc1ccc(Cl)cc1Cl)C(=O)[C@H](CC(=O)N1CCOCC1)C2	-3%	11%	12%	4%	-7%	·	-22%	2%	?
COc1ccc(-c2nc(CCl)cs2)cc1	-5%	6%	9%	-7%	5%	-5%	20%	1%	-2%
CCOc1ccc(C2C(C#N)=C(N)SC(N)=C2C#N)c(OCC)c1	13%	0%	?	10%	2%	0%	13%	14%	0%
C=CCOc1ccccc1CN(CCc1ccccc1)C(=O)c1cccc(S(C)(=O)=O)c1	-24%	16%	-10%	-2%	-9%	2%	?	-15%	-1%
CN(NC(=O)c1ccc(Cl)cc1)c1cccc(Cl)n1	8%	2%	?	-5%	-2%	-1%	7%	-1%	?
CCCNC(=O)C1(C)CCCN(Cc2ccc(C(=O)OCC)o2)C1 (stereo not given)	21%	-4%	10%	0%	-1%	·	-6%	4%	5%
COc1cc(C(=S)N2CCCCC2)ccc1OCC(=O)Nc1ccccc1Cl	?	29%	-17%	-3%	-5%	?	?	-8%	-19%
Cc1cc(C)nc(SCc2nnc(SCC(=O)Nc3ccc(C)c(C)c3)n2Cc2ccco2)n1	-6%	0%	3%	-2%	-11%	0%	-18%	-15%	-22%
CCCCN(C(=O)COc1ccc(F)cc1)c1c(N)n(CC(C)C)c(=O)[nH]c1=O	4%	7%	20%	1%	1%	·	-6%	10%	6%
CC(N=C1NS(=O)(=O)c2ccccc21)C(=O)Nc1ccc(F)cc1Cl (stereo not given)	10%	0%	5%	-1%	3%	-1%	-6%	0%	20%
CC1=CC2=NC(=O)/C(=C\c3cc(C)n(-c4ccccc4)c3C)C(=N)N2O1	11%	1%	-8%	?	-4%	1%	10%	4%	-5%
Cc1ccc(NC(=O)COC(=O)Cn2c(C)csc2=O)cc1S(=O)(=O)N1CCOCC1	-9%	-3%	20%	-7%	-5%	-12%	14%	-1%	3%
Cc1ccc(NC(=O)C2(C)CCN2C(=O)Cc2ccccc2)cc1C (stereo not given)	9%	-2%	0%	0%	1%	·	0%	6%	-19%
O=C(N/N=C/c1cc(Br)cc(Br)c1O)c1ccncc1	?	2%	21%	-22%	73%[activator]	1µM*	?	?	-14%
COc1cccc(-c2nn3c(-c4ccco4)nnc3s2)c1	25%	28%	7.1µM*	19%	19%	-18%	87%[activator]	13%	0%
Cc1cc([N+](=O)[O-])c2ccccc2c1NS(=O)(=O)c1ccccc1	?	12%	0%	2%	-4%	2%	10µM*	-16%	1%
Cc1nc2cc(Cc3ccccc3)ccc2o1	1%	0%	24%	2%	-4%	-3%	27%	17%	?
CC(=O)N1CCc2cc(Br)cc(S(=O)(=O)N3CCCCC3)c21	0%	11%	6%	-3%	0%	-9%	10%	4%	?

Printed as active in GLP1R inv ag, of those listed so far:
molecule | GLP-1R agonist | SW480 rereplic | GLP1R inv ag
Cc1cc([N+](=O)[O-])c2ccccc2c1NS(=O)(=O)c1ccccc1 | 12% | 2% | 10µM*

Further compounds.
SMILES	HT1080NT lethal	GLP-1R agonist	TDP43 rescue	KB-3-1 cytotox	HEK293 tox	SW480 rereplic	GLP1R inv ag	HT1080 IDH1KD tx	KB-V1 cytotox
Cc1cc(S(=O)(=O)Nc2c(C)ccc3nsnc23)ccc1F	4%	10%	?	?	12%	2%	-13%	3%	?
COCCCNC(=S)NNC(=S)NCCCOC	0%	0%	-22%	15%	35%[activator]	-27%	1%	1%	-1%
Cc1cccc(NC(=O)N2CCCC2C(=O)Nc2ccccc2)c1 (stereo not given)	15%	-1%	-18%	1%	7%[0.307 µM]	?	-4%[0.307 µM]	-1%	2%
CC(=O)N1CCC(C(=O)N2CCN(S(=O)(=O)c3cccs3)CC2)CC1	-1%	-1%	0%	12%	15%	1%	17%	-12%	0%
CCOc1ccc2[nH]c(=O)c(CN(CCN3CCCC3)C(=S)Nc3ccccc3OCC)cc2c1	?	?	15%	?	?	-25%	-7%	?	0%
CCc1c(O)nc(SCC(=O)c2ccccc2)n(-c2ccccc2)c1=O	-11%	2%	3%	-3%	5%	-2%	-7%	-8%	-2%
Cc1ccc2c(c1)N(Cc1cccc(F)c1)C(=O)C(C)O2 (stereo not given)	2%	4%	0%	0%	6%	3%	?	1%	21%
Cn1c(CSCc2ccccc2)nnc1SCC(=O)Nc1nccs1	-5%	3%	8%	-11%	-12%	-11%	-1%	-9%	-25%
CCOC(=O)COc1cccc(C2NC(=O)c3ccccc3O2)c1 (stereo not given)	0%	-4%	4%	-13%	1%	-5%	9%	0%	7%
C[C@@H]1CCCCO[C@H](CN(C)C(=O)Cc2ccccc2)[C@H](C)CN([C@@H](C)CO)C(=O)c2cc(NC(=O)Nc3ccc(F)cc3)ccc2O1	-12%	9%	21%	-3%	-36%	·	?	-13%	24%
Cc1cccc(OCCn2c(-c3ccco3)nc3ccccc32)c1	-3%	16%	11µM*	-20%	-4%	6.5µM*	?	-10%	-27%
Cc1ccc2c(c1)c1c3n2CCN(C(=O)c2ccc(C(F)(F)F)cc2)C3CCC1 (stereo not given)	·	4%	-30%	?	-3%	·	4%	·	?
Cc1ccc(Nc2nc(Cl)c(C=O)s2)cc1	7%	27%	9%	1%	5%	3%	-29%	-10%	-6%
Cn1c(N)c(C(C[N+](=O)[O-])c2ccccc2Cl)c(=O)n(C)c1=O (stereo not given)	-3%	-6%	14µM*	11%	9%	?	11%	11%	-4%
CCSc1nnc(NC(=O)C2C3CCC(C3)C2C(=O)O)s1 (stereo not given)	0%	0%	-7%	-2%	-1%	-17%	-18%	0%	-9%
N#Cc1cc(C#N)c(N2CCN(c3ccccn3)CC2)nc1N	7%	-1%	0%	-5%	-4%	-3%	0%	2%	?
CCCCOc1ccc(N(CC(=O)NC(C)(C)C)C(=O)CCC(=O)Nc2nccs2)cc1	-4%	1%	-7%	-12%	-7%	-2%	?	1%	4%

Entries above that have bromine:
SMILES	HT1080NT lethal	GLP-1R agonist	TDP43 rescue	KB-3-1 cytotox	HEK293 tox	SW480 rereplic	GLP1R inv ag	HT1080 IDH1KD tx	KB-V1 cytotox
O=C(N/N=C/c1cc(Br)cc(Br)c1O)c1ccncc1	?	2%	21%	-22%	73%[activator]	1µM*	?	?	-14%
CC(=O)N1CCc2cc(Br)cc(S(=O)(=O)N3CCCCC3)c21	0%	11%	6%	-3%	0%	-9%	10%	4%	?

As a working copy, some entries already given:
SMILES	HT1080NT lethal	GLP-1R agonist	TDP43 rescue	KB-3-1 cytotox	HEK293 tox	SW480 rereplic	GLP1R inv ag	HT1080 IDH1KD tx	KB-V1 cytotox
Cc1cc(S(=O)(=O)Nc2c(C)ccc3nsnc23)ccc1F	4%	10%	?	?	12%	2%	-13%	3%	?
COCCCNC(=S)NNC(=S)NCCCOC	0%	0%	-22%	15%	35%[activator]	-27%	1%	1%	-1%
Cc1cccc(NC(=O)N2CCCC2C(=O)Nc2ccccc2)c1 (stereo not given)	15%	-1%	-18%	1%	7%[0.307 µM]	?	-4%[0.307 µM]	-1%	2%
CC(=O)N1CCC(C(=O)N2CCN(S(=O)(=O)c3cccs3)CC2)CC1	-1%	-1%	0%	12%	15%	1%	17%	-12%	0%
CCOc1ccc2[nH]c(=O)c(CN(CCN3CCCC3)C(=S)Nc3ccccc3OCC)cc2c1	?	?	15%	?	?	-25%	-7%	?	0%
CCc1c(O)nc(SCC(=O)c2ccccc2)n(-c2ccccc2)c1=O	-11%	2%	3%	-3%	5%	-2%	-7%	-8%	-2%

Two compounds drawn at random from those above, as already listed:
SMILES	HT1080NT lethal	GLP-1R agonist	TDP43 rescue	KB-3-1 cytotox	HEK293 tox	SW480 rereplic	GLP1R inv ag	HT1080 IDH1KD tx	KB-V1 cytotox
N#Cc1cc(C#N)c(N2CCN(c3ccccn3)CC2)nc1N	7%	-1%	0%	-5%	-4%	-3%	0%	2%	?
CCCCOc1ccc(N(CC(=O)NC(C)(C)C)C(=O)CCC(=O)Nc2nccs2)cc1	-4%	1%	-7%	-12%	-7%	-2%	?	1%	4%
